From PubChem
P. falciparum M1AAP: P. falciparum M1AAP inhibitors, biochemical, fluorogenic H-Leu-NHMec substrate, 1536-well (AID 1445); recombinant M1AAP, H-Leu-NHMec fluorogenic kinetic assay; higher % means a stronger effect; inhibition, % at 30 µM; hits with a dose series show IC50 in µM; 220,000 tested, 0.42% active;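 active means primary inhibition above the hit cutoff, then over 50% inhibition at one or more dose response concentrations, cut at about 23% in these data, passing the limit was not always enough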;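 further: plate controls were DMSO full reaction for no effect and no enzyme background for full effect; strong numbers were not always called active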
Siah-1 displacement: Siah-1 peptide-binding antagonists, primary screen, biochemical, fluorescence polarization, rhodamine-plectin, uHTS (AID 1817). Siah-1 / rhodamine-plectin peptide fluorescence polarization; higher % means a stronger effect. displacement, % at 20 µM; hits with a dose series show IC50 in µM. 290,000 tested, 0.02% active;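 active means displacement of at least 50% at 20 µM, with a fluorescence ratio check between 0.3 and a set limit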;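 further: plate controls were Siah plus tracer with DMSO for no effect and tracer alone without Siah for full effect; strong numbers were not always called active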
Dynein transport: dynein cargo transport inhibition | z-score, hits read low | AID 1381 | 3617.4 mouse cells, GR-EGFP nuclear translocation imaging; test concentration mostly 20 µM; stimulated with dexamethasone, 1 µM; active compounds read low | 220,000 tested, 0.47% active;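 active means plate z-score of nuclear minus cytoplasmic receptor signal below a set negative limit, without overly bright fluorescence or cell loss, cut at about -3.5 in these data, passing the limit was not always enough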;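 further: z-score of nuclear minus cytoplasmic ring GR-EGFP intensity difference per well; some compounds called inactive have numbers as strong as hits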
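Schedule: 48 h induction, then 1 h compound, then 30 min agonist, 37 °C. Buffer or medium: tetracycline-free induction medium containing charcoal-stripped FBS. Reagent: 1.0 µM final dexamethasone stimulus. Evaluation: nuclear versus cytoplasmic GR-EGFP signal, averaged per well. Signal: high-content fluorescence imaging after fixation.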
PMI inhibitors: inhibitors of human PMI, primary screen, biochemical, fluorescence intensity, coupled assay (AID 1209); purified PMI enzyme, coupled fluorescence intensity; higher % means a stronger effect; inhibition, % at 20 µM; hits with a dose series show IC50 in µM; 190,000 tested, 0.42% active;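 further: plate controls were DMSO vehicle for no effect and wells lacking substrate for full effect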
LYP phosphatase: PTPN22 lymphoid phosphatase activity blockers – biochemical, fluorescence intensity, uHTS (AID 1779); recombinant LYP phosphatase, fluorescence intensity; higher % means a stronger effect; inhibition, % at 11.5 µM; hits with a dose series show IC50 in µM; 290,000 tested, 0.054% active;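 further: plate controls were vehicle with enzyme for no effect and no enzyme for full effect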
P. falciparum M17LAP: P. falciparum M17LAP inhibitors, primary screen, biochemical, fluorogenic H-Leu-NHMec substrate, 1536-well (AID 1619). recombinant M17LAP, H-Leu-NHMec fluorogenic kinetic assay; higher % means a stronger effect. inhibition, % at 30 µM; hits with a dose series show IC50 in µM. 220,000 tested, 0.38% active;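 active means compound inhibiting the enzyme by more than half at any dose during confirmatory dose-response retesting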;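 further: plate controls were full reaction with DMSO carrier for no effect and no enzyme background for full effect; strong numbers were not always called active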
XIAP displacement: XIAP antagonists, biochemical, IAP family, fluorescence polarization (AID 1018); XIAP BIR domain, fluorescence polarization peptide displacement; higher % means a stronger effect; displacement, % at 20 µM; hits with a dose series show IC50 in µM; 200,000 tested, 0.007% active; in the data active means displacement above about 50%; further: a part of the inactive calls stands beside numbers as strong as those of hits
AID2073: disruptors of CaV2.2 binding to Mint1 – biochemical, HTRF (AID 2073). 290,000 tested, 0.19% active. HTRF protein-protein interaction, Mint1-CaV2.2; higher % means a stronger effect. one-dose inhibition, % at 20 µM; IC50 in µM for titrated hits; in the data active means inhibition mostly above about 51%, no sharp cut-off; further: some results filed as inactive read as strong as hits
PMI inhibition: human PMI inhibitors, high substrate, primary screen, biochemical, fluorescence intensity, high mannose 6-phosphate (AID 1220); recombinant PMI enzyme, coupled fluorescence intensity; higher % means a stronger effect; inhibition, % at 20 µM; hits with a dose series show IC50 in µM; 190,000 tested, 0.66% active
Dynein transport cytoplasmic EGFP: also measured in Dynein transport; calls as there; z-score; measured here: cytoplasmic GR-EGFP intensity; active compounds read high
Dynein transport nuclear GR-EGFP: second read-out of Dynein transport, no call of its own (marks repeat the call); z-score; measured here: nuclear GR-EGFP intensity;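 lower value marks the stronger effect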
Dynein transport cell count: second read-out of Dynein transport, no call of its own (marks repeat the call); z-score; measured here: cell count per field
An asterisk follows results filed as active; · = no result given. Unless noted, no stated cut-off is given here; in the data, active means inhibition above about 50%; inactive means the rest.

SMILES	P. falciparum M1AAP	Siah-1 displacement	Dynein transport	Dynein transport cytoplasmic EGFP	Dynein transport nuclear GR-EGFP	Dynein transport cell count	PMI inhibitors	LYP phosphatase	P. falciparum M17LAP	XIAP displacement	AID2073	PMI inhibition
Cc1[nH]nc(SCC(=O)NC(C)c2ccccc2)c1[N+](=O)[O-] (stereo unspecified)	14%	4%	-0.71	-0.2	-0.12	0.41	2%	3%	-1%	-1.9%	-6%	-6%
Cc1ccc(C(c2nnnn2CCc2ccccc2)N2CCC(C)CC2)cc1 (stereo unspecified)	-6%	-8%	-0.92	-0.2	-0.64	-0.19	-8%	2%	1%	2.0%	-3%	-14%
COc1ccc(C(C)=O)cc1COC(=O)Cc1n[nH]c(=O)c2ccccc12	11%	0%	-0.24	-0.25	-0.22	0.93	-13%	-2%	1%	-2.7%	4%	2%
CC(=O)c1cc(-c2ccccc2)n(CC(=O)N2CCCC2)c1C	6%	0%	-0.11	-0.29	-0.13	0.43	-2%	-5%	-15%	-3.8%	1%	-8%
CC(=O)c1c(C)oc2ccc(N(C(C)=O)S(=O)(=O)c3ccc(Cl)c([N+](=O)[O-])c3)cc12	5%	-4%	-1.4	-0.065	-0.69	0.42	-1%	6%	4%	-5.5%	17%	-2%
COc1ccc(C(=O)NNC(=O)CCC(=O)Nc2cc(C)on2)cc1	7%	2%	0.56	-0.23	0.32	-0.37	10%	-4%	0%	-1.9%	3%	11%
O=C(N[C@@H](Cc1ccccc1)c1nc2ccccc2[nH]1)c1cc([N+](=O)[O-])ccc1Cl	3%	2%	-0.92	-0.064	0.043	-1.8	-13%	-6%	-1%	1.9%	-3%	-4%
CCC(C)NS(=O)(=O)c1ccc(NC(=O)c2ccc([N+](=O)[O-])cc2Cl)cc1 (stereo unspecified)	-1%	-2%	2.6	-0.017	1.9	-1.5	18%	-2%	3%	-2.7%	5%	17%
CC1CN(C2CCN(C(=O)COc3ccc(Cl)cc3)CC2)CC(C)O1 (stereo unspecified)	-6%	-4%	-0.7	-0.22	-0.55	-0.022	10%	-10%	-7%	-9.1%	-11%	1%
CCCCCc1ccc(-c2ccc(=O)[nH]n2)cc1	6%	-3%	-1.3	-0.39	-0.49	-0.18	-3%	-7%	-8%	1.0%	-1%	-5%
[O-][n+]1c2c(c3c4non(O)c4ccc31)CCCC2	14%	0%	-0.77	-0.059	-0.55	0.88	23%	1%	-3%	0.2%	3%	19%
Cc1cccc(N(CC(=O)NCCC2=CCCCC2)S(C)(=O)=O)c1C	-8%	-2%	0.83	-0.46	0.44	-0.041	-2%	4%	4%	-3.1%	6%	-7%
Fc1cccc(Cl)c1Cn1nnc2c(N3CCC4(CC3)OCCO4)ncnc21	8%	-1%	-0.14	-0.29	-0.035	1.2	3%	-2%	-8%	-16%	-3%	-3%
Cc1ccccc1OCc1nc(-c2ccc(NC(=O)c3ccco3)cc2)no1	9%	11%	0.87	-0.21	0.56	-1.2	9%	-3%	7%	-3.5%	26%	9%
O=C(CNC1CCCCCC1)Nc1ccc(S(=O)(=O)NC2CC2)cc1	-2%	11%	-0.29	-0.24	-0.22	-0.54	8%	-6%	14%	-1.6%	7%	13%
Cc1ccc(-n2c(C)c([N+](=O)[O-])c3ccc(O)c(CN(C)C)c32)cc1	5%	-3%	0.28	-0.51	0.18	0.059	8%	-7%	-1%	-2.4%	-11%	2%
COc1ccc(-c2oc3ccccc3c(=O)c2OCC(=O)O)cc1	7%	4%	0.024	-0.11	0.28	-0.33	-3%	-5%	-21%	-9.4%	8%	-6%
CCOC(=O)C1=C(CN2CCCCCC2)NC(=O)NC1c1cccc([N+](=O)[O-])c1 (stereo unspecified)	-3%	5%	0.034	-0.063	0.11	-0.027	7%	-4%	0%	-4.3%	-8%	5%
CC1CCCN(C(=S)Nc2ccc3nc4n(c(=O)c3c2)CCCCC4)C1 (stereo unspecified)	5%	6%	0.11	-0.11	0.78	-0.19	8%	-1%	-25%	-18%	-1%	-2%
O=C(CCCCCn1c(=S)[nH]c2cc3c(cc2c1=O)OCO3)N1CCN(Cc2ccccc2)CC1	4%	-1%	1.2	-0.18	1	-1.2	5%	6%	-9%	-1.2%	-23%	0%
Cc1ccc(F)cc1NC(=O)Nc1cc(C(C)(C)C)nn1C	8%	13%	0.14	-0.26	-0.067	-0.12	·	-4%	2%	·	2%	·
COCCN(Cc1cc2cc(C)c(C)cc2nc1Cl)C(=O)Nc1ccccc1	-4%	2%	·	·	·	·	-5%	-12%	-3%	-11%	0%	1%
CCN(CC)S(=O)(=O)c1ccc(N/N=C/c2ccc(O)cc2O)nc1	-3%	-17%	-1.8	-0.2	-1.3	0.64	12%	1%	2%	-2.5%	2%	-3%
Cc1ccccc1OCC(O)CN1CCC(C)CC1 (stereo unspecified)	1%	2%	-0.045	-0.22	0.41	-0.63	4%	-8%	-4%	0.1%	3%	6%
Cc1nnc(-c2ccc(Oc3ccc(Cl)cc3)c([N+](=O)[O-])c2)o1	9%	0%	2.2	-0.29	0.54	-1.1	1%	2%	0%	-4.9%	2%	9%

Three entries already listed, ordered by the number in AID2073, falling.
SMILES	P. falciparum M1AAP	Siah-1 displacement	Dynein transport	Dynein transport cytoplasmic EGFP	Dynein transport nuclear GR-EGFP	Dynein transport cell count	PMI inhibitors	LYP phosphatase	P. falciparum M17LAP	XIAP displacement	AID2073	PMI inhibition
Cc1nnc(-c2ccc(Oc3ccc(Cl)cc3)c([N+](=O)[O-])c2)o1	9%	0%	2.2	-0.29	0.54	-1.1	1%	2%	0%	-4.9%	2%	9%
CC(=O)c1cc(-c2ccccc2)n(CC(=O)N2CCCC2)c1C	6%	0%	-0.11	-0.29	-0.13	0.43	-2%	-5%	-15%	-3.8%	1%	-8%
Cc1ccc(C(c2nnnn2CCc2ccccc2)N2CCC(C)CC2)cc1 (stereo unspecified)	-6%	-8%	-0.92	-0.2	-0.64	-0.19	-8%	2%	1%	2.0%	-3%	-14%

(list continues)
SMILES	P. falciparum M1AAP	Siah-1 displacement	Dynein transport	Dynein transport cytoplasmic EGFP	Dynein transport nuclear GR-EGFP	Dynein transport cell count	PMI inhibitors	LYP phosphatase	P. falciparum M17LAP	XIAP displacement	AID2073	PMI inhibition
CCCSc1nc2[nH]ncc2c(=O)[nH]1	18%	1%	0.16	-0.31	-0.26	-0.39	-8%	-4%	3%	3.6%	3%	-11%
CCN(CC)S(=O)(=O)c1ccc(NC2CCCc3ccccc32)nc1 (stereo unspecified)	7%	3%	0.16	-0.17	0.51	-1.2	6%	5%	1%	-8.2%	12%	8%
COC(=O)c1ccc(C(=O)Nc2cc(Cl)ccc2Cl)cc1NC(=O)c1ccc(N(C)C)cc1	3%	1%	0.46	-0.18	0.35	0.64	13%	5%	7%	-4.8%	43%	14%
Cc1nnc(NC(=O)CCC(=O)N2CCN(CCOc3cccc4ccccc34)CC2)s1	5%	2%	0.072	-0.25	-0.07	-0.31	·	0%	3%	·	28%	·
Cc1nn(CC(=O)NCC2CCCO2)c(=O)c2ccccc12 (stereo unspecified)	-3%	-1%	-0.53	-0.19	0.46	0.38	3%	-9%	5%	-0.3%	-1%	-2%
CN1C(=S)SC(N(O)C=C2C=CC(=O)C=C2)C1(C)C (stereo unspecified)	-3%	2%	-0.37	-0.17	-0.035	0.67	1%	-5%	18%	1.2%	-4%	-1%
Cc1c(NS(=O)(=O)c2cccc(C(=O)NCc3ccc(Cl)cc3)c2)c(=O)n(-c2ccccc2)n1C	4%	2%	-0.51	-0.2	-0.049	-0.31	11%	-3%	-5%	-4.9%	-4%	14%
COc1ccccc1CNc1cc(-c2ccccc2)ccc1OC	5%	5%	-0.026	0.32	0.16	0.58	22%	6%	1%	-3.6%	4%	13%
O=C(Nc1ccccc1)N(CCN1CCOCC1)Cc1cccc(Cl)c1	0%	1%	1.1	-0.32	0.73	-0.025	-8%	1%	-1%	-2.5%	-2%	-2%
COc1ccccc1C1=NN(C2=NN=C(N)Cc3ncnn32)C(O)(C(F)(F)F)C1 (stereo unspecified)	-13%	2%	0.16	0.36	0.25	0.33	5%	-2%	-38%	-1.5%	26%	9%
Nc1nc2c3ccccc3nc(Cc3ccccc3)n2n1	0%	-2%	0.42	-0.19	0.15	-1.3	16%	1%	1%	-5.1%	10%	19%
CC1(C)CC(=O)C2=C(C1)NC(=S)C(C#N)C21CCCCC1 (stereo unspecified)	0%	-4%	-0.24	-0.19	0.31	0.17	·	-6%	-3%	·	14%	·
O=C(O)c1nc2nc(Cl)c(Cl)nc2[nH]1	9%	-3%	1.1	0.059	1.3	-1	·	0%	20%	·	19%	·
CCC[N+]1(CC#CC(O)(c2ccccc2)C2CCCCC2)CCCCC1 (stereo unspecified)	0%	-1%	1.1	-0.24	1.3	-1.1	·	-5%	4%	·	1%	·
Cc1cc(C)c(C)c(OCC(=O)NCCN(C)C)c1	0%	-5%	0.1	-0.17	0.031	-0.42	22%	-6%	0%	-6.6%	-3%	14%

Structures from the list above containing a nitro group on carbon:
SMILES	P. falciparum M1AAP	Siah-1 displacement	Dynein transport	Dynein transport cytoplasmic EGFP	Dynein transport nuclear GR-EGFP	Dynein transport cell count	PMI inhibitors	LYP phosphatase	P. falciparum M17LAP	XIAP displacement	AID2073	PMI inhibition
Cc1[nH]nc(SCC(=O)NC(C)c2ccccc2)c1[N+](=O)[O-] (stereo unspecified)	14%	4%	-0.71	-0.2	-0.12	0.41	2%	3%	-1%	-1.9%	-6%	-6%
CC(=O)c1c(C)oc2ccc(N(C(C)=O)S(=O)(=O)c3ccc(Cl)c([N+](=O)[O-])c3)cc12	5%	-4%	-1.4	-0.065	-0.69	0.42	-1%	6%	4%	-5.5%	17%	-2%
O=C(N[C@@H](Cc1ccccc1)c1nc2ccccc2[nH]1)c1cc([N+](=O)[O-])ccc1Cl	3%	2%	-0.92	-0.064	0.043	-1.8	-13%	-6%	-1%	1.9%	-3%	-4%
CCC(C)NS(=O)(=O)c1ccc(NC(=O)c2ccc([N+](=O)[O-])cc2Cl)cc1 (stereo unspecified)	-1%	-2%	2.6	-0.017	1.9	-1.5	18%	-2%	3%	-2.7%	5%	17%
Cc1ccc(-n2c(C)c([N+](=O)[O-])c3ccc(O)c(CN(C)C)c32)cc1	5%	-3%	0.28	-0.51	0.18	0.059	8%	-7%	-1%	-2.4%	-11%	2%
CCOC(=O)C1=C(CN2CCCCCC2)NC(=O)NC1c1cccc([N+](=O)[O-])c1 (stereo unspecified)	-3%	5%	0.034	-0.063	0.11	-0.027	7%	-4%	0%	-4.3%	-8%	5%
Cc1nnc(-c2ccc(Oc3ccc(Cl)cc3)c([N+](=O)[O-])c2)o1	9%	0%	2.2	-0.29	0.54	-1.1	1%	2%	0%	-4.9%	2%	9%
